# Tb PFK inh = qHTS Assay to Find Inhibitors of T. brucei phosphofructokinase. ATP-dependent 6-phosphofructokinase (Trypanosoma brucei brucei), O15648. Potency, µM (series often up to 57.5 µM), for the others: top-dose activity, negative = inhibition, most hits filed as inhibitors. T. brucei PFK, ADP-Glo luminescence. hit rate 0.17% among 330,000. AID 485367, 2010;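 note: potency is the fitted concentration of half-maximal effect; 0% = uninhibited 1x PFK enzyme wells and -100% = no-enzyme wells; nearly all actives have a fitted effect of over 60% in size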
#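 In TEA buffer at pH 8.0 with 5 mM MgCl2, enzyme (1.25 nM) converted F6P (0.5 mM) and ATP (0.1 mM) for 45 min at room temperature. ADP product was read by luciferase luminescence.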
# Coupling enz = qHTS Assay for Inhibitors of Fructose-1,6-bisphosphate Aldolase from Giardia Lamblia: Coupling assay counterscreen; activity change, negative = inhibition, % at 58.2 µM, hits read low; hit rate 0.67% among 290,000; coupling enzyme system counterscreen, AmpLite Red fluorescence; in the data active = activity change below about -30%; note: % is set by controls: 0 for no effect and ±100 for the full control effect
#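 Counterscreen lacking aldolase: glyceraldehyde-3-phosphate coupling-enzyme reagent preincubated 10 min at RT with compound (at 57.5 uM final), then substrate/coupling system with AmpLite Red added; fluorescence read at 525/598 nm after 20 min RT.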
# uPA surface inh = qHTS for Inhibitors of Cell Surface uPA Generation | hit rate 0.31% among 330,000 | Potency, µM (series often up to 38.3 µM), without a hit: at the top dose activity change, negative = inhibition, hits mostly inhibitors | cell surface uPA generation assay, qHTS; active = well fitted inhibition curve with a large enough effect; inconclusive = small, poorly fitted or top-dose-only effect; inactive = no such curve, though single readings can be large or run the other way; tested in mouse RAW 264.7 cells; note: potency is the fitted concentration of half-maximal effect; % is set by controls: 0 for no effect and ±100 for the full control effect; nearly all actives have a fitted effect of over 55% in size
# ELG1 genotoxic = qHTS screen for small molecules that induce genotoxicity in human embryonic kidney (HEK293T) cells expressing luciferase-tagged ELG1; HEK293T ELG1-luciferase reporter, luminescence, 16 h; hit rate 1.3% among 330,000; Potency, µM (titrated, usually from 46 µM), without a hit: at the highest dose activity change, positive = activation, hits mostly activators; note: potency is the fitted concentration of half-maximal effect; % of control where 0% means no effect; nearly all actives have a fitted effect of over 60% in size
#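 Screening used a luciferase reporter fused to human ELG1 in HEK293T cells. Luminescence was read on a CCD plate imager after 16 hr exposure and 30 min ONE-Glo incubation.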
# RORgamma inh = qHTS for inhibitors of ROR gamma transcriptional activity. Nuclear receptor ROR-gamma (Mus musculus), P51450. Drosophila S2 Gal4-RORgamma UAS-luciferase reporter, 20 h. Potency, µM (top dose mostly 53.6 µM), for the others: at the highest dose activity change, negative = inhibition, hits mostly inhibitors. hit rate 5.4% among 310,000; note: potency is the fitted concentration of half-maximal effect; % is set by controls: 0 for no effect and ±100 for the full control effect; nearly all actives have a fitted effect of over 60% in size
# Target sequence (P51450 whole entry, looked up, the tested form may be a part): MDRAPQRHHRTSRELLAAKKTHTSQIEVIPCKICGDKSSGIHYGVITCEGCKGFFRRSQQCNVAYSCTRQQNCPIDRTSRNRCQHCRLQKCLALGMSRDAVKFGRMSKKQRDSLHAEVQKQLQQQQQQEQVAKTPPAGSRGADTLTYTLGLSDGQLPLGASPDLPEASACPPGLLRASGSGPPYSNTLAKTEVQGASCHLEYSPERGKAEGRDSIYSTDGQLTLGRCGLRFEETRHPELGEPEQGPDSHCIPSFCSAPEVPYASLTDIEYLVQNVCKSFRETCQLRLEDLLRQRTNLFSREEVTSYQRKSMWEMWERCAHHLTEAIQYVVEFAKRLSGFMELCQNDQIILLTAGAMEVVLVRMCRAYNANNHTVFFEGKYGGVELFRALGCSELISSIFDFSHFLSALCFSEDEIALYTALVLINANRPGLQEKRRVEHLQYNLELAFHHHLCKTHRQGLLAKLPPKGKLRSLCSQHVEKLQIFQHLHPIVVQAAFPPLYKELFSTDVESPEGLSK
#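 Luciferase reporter read in Schneider cells carrying Gal4-RORγ (mouse) and UAS-Photinus luciferase; cells given compound 1 h before 700 uM copper sulfate induction, then incubated 20 h at ambient temperature.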
# Giardia kill = Small Molecules that selectively kill Giardia lamblia: qHTS; Giardia lamblia trophozoite viability; activity change, % at 7.66 µM, hits read low; hit rate 0.15% among 340,000; AID 540267, 2011; in the data active = activity change below about -80%; inconclusive = between about -30% and that limit;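 note: parasites exposed to compound for two days anaerobically before the ATP read; % is set by controls: 0 for no effect and ±100 for the full control effect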
#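 Giardia trophozoites, 100 cells per well, were exposed to compounds for 48 hrs at 37 deg C under anaerobic conditions; viability was then read as ATP content by bioluminescence after 15-30 min at room temperature.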
# Gal4-VP16 FLuc = VP16 counterscreen qHTS for inhibitors of ROR gamma transcriptional activity. Drosophila S2 Gal4-VP16 UAS-luciferase, luminescence, 20 h. Potency, µM (highest dose often 53.6 µM), for the others: at the top dose activity, negative = inhibition, most hits filed as inhibitors. hit rate 3.5% among 310,000. AID 2546, 2010;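 note: Gal4-VP16 expression switched on by copper sulfate through the metallothionein promoter; potency is the fitted concentration of half-maximal effect; % is set by controls: 0 for no effect and ±100 for the full control effect; nearly all actives have a fitted effect of over 50% in size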
# FLuc modulator = qHTS profiling assay for firefly luciferase inhibitor/activator using purifed enzyme and Km concentrations of substrates (counterscreen for miR-21 project); purified FLuc, Km substrates, luminescence inhibition; AID 588342, 2011; Luciferin 4-monooxygenase (Photinus pyralis), P08659; hit rate 6.9% among 360,000; Potency, µM (series often up to 57.5 µM), for the others: at the top dose activity change, negative = inhibition, most hits filed as inhibitors;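 note: potency is the fitted concentration of half-maximal effect; plate controls were vehicle for no effect and reference inhibitor for full effect; nearly all actives have a fitted effect of over 55% in size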
# Target sequence (P08659 whole entry, looked up): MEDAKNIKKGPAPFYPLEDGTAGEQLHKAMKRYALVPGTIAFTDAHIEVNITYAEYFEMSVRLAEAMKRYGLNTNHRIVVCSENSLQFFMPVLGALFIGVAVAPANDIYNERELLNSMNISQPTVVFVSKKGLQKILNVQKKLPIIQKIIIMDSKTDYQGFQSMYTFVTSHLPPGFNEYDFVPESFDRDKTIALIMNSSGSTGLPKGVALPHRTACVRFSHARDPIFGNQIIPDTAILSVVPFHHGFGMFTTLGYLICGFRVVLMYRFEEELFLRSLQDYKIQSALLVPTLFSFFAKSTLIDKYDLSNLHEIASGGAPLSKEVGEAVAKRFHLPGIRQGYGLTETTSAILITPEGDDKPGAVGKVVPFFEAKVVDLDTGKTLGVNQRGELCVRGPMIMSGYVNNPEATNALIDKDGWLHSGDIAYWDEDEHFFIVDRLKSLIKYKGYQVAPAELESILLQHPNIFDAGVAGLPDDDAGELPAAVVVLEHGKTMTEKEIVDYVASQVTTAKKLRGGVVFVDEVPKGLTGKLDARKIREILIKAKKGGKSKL
#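 Purified P. pyralis luciferase (10nM final) with 10uM D-luciferin and 10uM ATP (Km levels) in 50mM Tris acetate pH 7.5, 10mM Mg acetate, 0.01% Tween-20, 0.05% BSA; qHTS 6-point titration, ~60 µM downward; luminescence read.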
# KCNH2 3.1 block = qHTS for Inhibitors of KCHN2 3.1: Mutant qHTS | activity change, % (tested at about 1.8 µM) | AID 720553, 2013 | U2OS KCNH2 3.1, thallium flux FluxOr; stronger effect = lower value | Potassium voltage-gated channel subfamily H member 2, brain isoform KCNH2 3.1 (human) | hit rate 0.95% among 340,000;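 active = maximum activity change below -70%; inconclusive = maximum activity change from -70% to -50%; inactive = maximum activity change above -50%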;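 note: thallium influx rate constant from kinetic fluorescence after stimulation buffer; % is set by controls: 0 for no effect and ±100 for the full control effect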
#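 U2OS cells transduced with KCNH2 3.1 mutant virus (1.77 x 10^8 /mL, 4 h), plated overnight at 37 C, loaded 45 min with FluxOr dye plus Red40 quencher. Thallium flux rate constant from kinetic reads after stimulation buffer, normalised to controls.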
# Rab9 promoter act = qHTS Assay for Rab9 Promoter Activators. Huh7 Rab9 promoter-luciferase reporter, luminescence, 24 h. Potency, µM (titrated, usually from 9.22 µM), for the others: at the top dose activation, negative = inhibition, usual class: activators. hit rate 2.8% among 320,000. AID 485297, 2010; note: potency is the fitted concentration of half-maximal effect; % of control where 0% means no effect; nearly all actives have a fitted effect of over 60% in size
#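 Huh7 cells stably carrying a Rab9 promoter-luciferase reporter, 1500 cells per well in OP-MEM I with 10% FBS, treated with compound 24 hours at 37C. Luciferase activity read by luminescence after 10 minutes with Amplite reagent.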
# NPC1 promoter act = qHTS Assay for NPC1 Promoter Activators; Potency, µM (series often up to 9.22 µM), inactives show at the highest dose activation, hits mostly activators; Huh7 NPC1 promoter luciferase reporter, 24 h; hit rate 2.4% among 320,000;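 note: potency is the fitted concentration of half-maximal effect; % of control where 0% means no effect; nearly all actives have a fitted effect of over 60% in size; reporter is driven by a mutant NPC1 promoter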
#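 Compounds in DMSO were transferred onto Huh7 NPC1-luciferase reporter cells pre-incubated 2 h; after 24 h at 37 °C, Amplite reagent was dispensed and luminescence recorded 10 min later.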
# Active calls of the source: *; ? = inconclusive; . = not tested or not shown; & = joins results of further samples; [ ] = another dose, or the depositor's remark. Unless noted, calls come from the whole dose curve; as a rule, active = well fitted curve in the direction sought with a large enough effect; inconclusive = small, poorly fitted or top-dose-only effect, or another doubt; inactive = no such curve, though single readings can be large; an effect the other way counts as inactive or inconclusive.
Compound	Tb PFK inh	Coupling enz	uPA surface inh	ELG1 genotoxic	RORgamma inh	Giardia kill	Gal4-VP16 FLuc	FLuc modulator	KCNH2 3.1 block	Rab9 promoter act	NPC1 promoter act
COc1cc(=O)[nH]c(SCc2c(F)c(F)c(F)c(F)c2F)n1	-10%	11	-22%	0%	18%	14	17%	5%	16	2%[1.84 µM]	-4%
Cc1cccc(NC(=O)COc2nsnc2N2CCOCC2)c1	8%	-1	8%	-1%	?	18	0%	-12%	12	3%	14%
O=C(c1ccc2c(c1)OCO2)C1CCCN(Cc2c(F)ccc(F)c2F)C1 (stereo not given)	1%	.	0%	0%	-2%	-2	-1%	5%	-3	2%	17%
CCN(CC)S(=O)(=O)c1ccc(C)c(NC(=O)COC(=O)CNC(=O)c2ccc(C(C)(C)C)cc2)c1	-4%	4	7%	1%	4%	-11	-14%	0.54µM*	2	0%	-1%
CC(C)(C)c1ccc(-n2ncc3c2CCCC3NC(=O)CCN2CCCO2)cc1 (stereo not given)	5%	0	-6%	-1%	12%	-19	?	-18%	12	-6%	-4%
CCOC(=O)N1CCN(C(=O)CSCc2ccccc2Cl)CC1	-2%	2	-1%	9%	1%	-12	0%	-17%	30	4%	12%
Cc1ccc(CCNC(=O)c2ccc(CS(=O)(=O)Cc3ccc(F)cc3)o2)cc1	-3%	.	8%	7%	0%	-23	0%	-1%	-2	3%	0%
CCOc1ccc(C2N(c3ccc(Cl)cc3)C(=O)C3CCCN32)cc1OC (stereo not given)	-4%	3	-4%	2%	-13%	15	-5%	-1%	7	-16%	2%
Cc1cccc(N2C(=S)NC3c4ccccc4OC2(C)C3C(=O)N(C)C)c1 (stereo not given)	2%	-1	3%	-1%	-40%	-10	4%[10 µM]	-1%	-6	-6%	-1%
Cc1cc2c3nonc3ccc2n1-c1ccccc1	-2%	-6	0%	-3%	4%	13	-6%	-15%	6	-3%	-4%
Cc1noc2ncnc(Sc3ccc(Cl)cc3)c12	.	3	-15%	.	7.1µM*	10	6.3µM*	-3%	1	.	.
CNC(=S)N1CCn2cccc2C1c1ccc(F)cc1 (stereo not given)	-5%	-4	2%	-2%	?	-17	-9%	-2%	0	-3%	-5%
COC(=O)C1=C(CSc2nnnn2C)NC(=O)NC1c1cc(C)ccc1C (stereo not given)	-3%	3	-7%	-1%	22%	-16	5%	3%	.	0%	-4%
C=CCOC(=O)C1=C(C)NC(SCC(=O)N(CC)CC)=C(C#N)C1c1ccco1 (stereo not given)	-14%	2	-2%&0%	-11%	-3%[0.365 µM]	7&6	.	2%	4	-3%	1%
Cc1ccc(CN2CCN(Cc3ccc4cccc(F)c4n3)CC2CCO)cc1 (stereo not given)	-2%	1	10%	-8%	27%	7	-5%	3%	-43	0%	-4%

# Carrying on:
Compound	Tb PFK inh	Coupling enz	uPA surface inh	ELG1 genotoxic	RORgamma inh	Giardia kill	Gal4-VP16 FLuc	FLuc modulator	KCNH2 3.1 block	Rab9 promoter act	NPC1 promoter act
O=C(COC(=O)CNC(=O)c1ccc(Cl)cc1)Nc1ncc(C(F)(F)F)cc1Cl	1%	3	-5%	-4%	-18%	1	?	-2%	-15	-9%	-2%
COc1ccc([C@H]2CC(=O)C=C(/C=C/c3ccc(Cl)cc3)C2)cc1	0%	.	18%	13%	.	-25	.	-17%	-1	4%	17%
Fc1ccc2c(c1)C1C=CCC1C(c1cc3c(cc1Br)OCO3)N2 (stereo not given)	-3%	-5	.	-4%	34%	-7	-4%	-2%	-2	-4%	-5%
CCOc1cccc(OCCCOc2ccccc2)c1	3%	0	7%	17%	12%	-8	-6%	?	-21	14%	7%
COC(=O)c1ccc(/C=N/OCC(=O)NCc2ccc(F)cc2)cc1	2%	1	1%	0%	19%	12	0%	3%	-13	1%	0%
CC1CCC(NC(=O)C2CCN(c3c4c(nc5ncnn35)CCC4)CC2)CC1 (stereo not given)	3%	0	0%	3%	?	1	-2%	?	8	0%	2%
COc1cccc(/C=N/NC(=O)c2c(C)nc3ccc(Br)cn23)c1O	2%	-1	4.5µM*	0%	2.5µM*	10	2.5µM*	?	7	-29%	-30%
Cc1ccc2[nH]c(CN3CCN(C)C(CCO)C3)c(C)c2c1 (stereo not given)	3%	0	9%	0%	-28%	6	-7%	-1%	24	2%	1%
COc1cc(C(=O)Nc2c(C)cc(C)cc2C)c(Br)c(OC)c1OC	-2%	2	-2%	-14%	0%	26	4%	0%	8	-6%	5%
COC(=O)c1ccc(S(=O)(=O)NCc2ccco2)n1C	-3%	2	6%	0%	6%	0	2%	3%	-6	-1%	-2%
Cc1ccc(CC(=O)NCCC(=O)O)cc1	1%	-1	0%	-2%	-8%	22	-3%	-1%	2	-1%	3%
Cc1cc(C)c(S(=O)(=O)N(C)CC(=O)NCc2cccnc2)c(C)c1	-14%	1	3%	-1%	2%	1	8%	0%	3	7%	-3%
O=c1c(Cl)c(N2CCN(S(=O)(=O)c3ccccc3)CC2)cnn1-c1ccccc1	5%	2	6%	1%	4%	-5	-3%	7%	-8	-4%	1%
CCn1nc(C(=O)NC2=NCCS2)c2ccccc2c1=O	-1%	3	-5%	0%	-68%	5	-3%	1%	3	3%	-1%
Cc1ccc(NC(=O)C23CCC(C)(C(=O)[C@H]2Br)C3(C)C)cc1 (stereo not given in full)	3%	2	-14%	-3%	0%	-8	7%	2%	11	-4%	-1%

# (cont.)
Compound	Tb PFK inh	Coupling enz	uPA surface inh	ELG1 genotoxic	RORgamma inh	Giardia kill	Gal4-VP16 FLuc	FLuc modulator	KCNH2 3.1 block	Rab9 promoter act	NPC1 promoter act
O=C(NC(=S)Nc1ccccc1F)c1ccc(Br)o1	1%	3	-15%	?	4.5µM*	16	?	?	4	?	24%
CC1Cc2cc(/C(O)=C3/C(=O)C(=O)N(CCCn4ccnc4)C3c3ccc(F)cc3)ccc2O1 (stereo not given)	1%	10	9%	0%	10%	7	-6%	-5%	18	-6%	-4%
Cc1ccn(CCC(=O)N2CCc3ccccc32)n1	-1%	.	-6%	3%	-2%	-19	-2%	5%	-11	-1%	1%
COc1cc(OC)c2c(-c3ccccc3)cc(=O)oc2c1C(CC(=O)N1CCOCC1)c1ccc(N(C)C)cc1 (stereo not given)	12%	0&2	5%	2%	?	-1&24	-19%&1%	-1%	.	1%	-2%
COCCCN(CCNC(=O)c1ccc(NC2=NC3CS(=O)(=O)CC3S2)cc1)Cc1ccco1 (stereo not given)	5%	3	-12%	0%	-18%	-3	-5%	2%	-9	-4%	-3%
Cc1nnc2c(NCC(C)c3ccccc3)nc3ccccc3n12 (stereo not given)	2%	-1	1%	0%	2%	24	1%	0%	3	-2%	-6%
O=C(O)C1=C(C(=O)Nc2cc(C(F)(F)F)ccc2Cl)CCCC1	-2%	4	-3%	0%	-1%	-13	-12%	-17%	11	-4%	-6%
O=C(NCCN1CCOCC1)c1ccc(Cl)c(S(=O)(=O)N2CCOCC2)c1	-4%	.	1%	11%	-14%	4	-3%	-2%	.	-6%	2%
CN1CC=C2C(C#N)=C(N)C(C#N)(C#N)C(c3ccsc3)C2C1 (stereo not given)	1%	-18	1%	-3%	-32%	-1	1%	7%	-4	11%[1.84 µM]	-3%
CC(Sc1nnc(Cc2ccccc2)n1C)C(=O)NC1CC1 (stereo not given)	-2%	.	11%	0%	.	-12	.	1%	-2	-4%	-1%
O=C(CN1CCc2ccccc2C1)NCC(=O)Nc1ccc(F)cc1	-9%	0	1%	0%	?	10	-9%	3%	-5	-1%	-2%
Cc1ccc(NC(=O)c2ccccc2N(C)S(=O)(=O)c2ccccc2)c(C)c1	0%	-1	0%	-4%	3%	1	4%	-2%	-10	-1%	-1%
COc1ccccc1NC(=O)Nc1ccc(Br)cn1	-3%	0	2%	4%	-11%[10 µM]	1	2%	2%	-4	17%	8%
Cc1nnc(Sc2cc(C(=O)NCCCN(C)Cc3ccccc3)c3ccccc3n2)s1	-5%	3	-10%	10%	-1%	-7	-9%	5%	-30	-6%	2%
